Source: PubChem BioAssay (several laboratories)
ssDAF12 agonist: S. stercoralis DAF-12 activation, primary screen | actives 1% (n = 370,000) | HEK293 ssDAF-12/GRIP1 lit1-tk-luc reporter, luminescence; % of 3 µM dafachronic acid response | activation, % at 6.8 µM;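 active = activation above the mean over all tested compounds plus 3 SD, cut at about 0.9% in these data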;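 also: 0% = DMSO-only wells and 100% = 3 µM delta7-dafachronic acid wells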
HGIII-sPLA2 inh: Inhibits HGIII-sPLA2 liposome hydrolysis, primary screen; AID 743126; Q9NZ20; inhibition, % at 12.2 µM; QFRET BODIPY PC-A2 liposome hydrolysis, fluorescence; actives 0.56% (n = 370,000);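 active = inhibition above mean plus 3 SD of compounds lying within the high and low control bounds, cut at about 19% in these data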;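 also: 0% = median of test compound wells and 100% = no enzyme DMSO wells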
DAX1 inh-1: blocks DAX1 repression of SF-1 activated StAR promoter; HEK293T StAR-luciferase reporter, SF-1/DAX-1 repression relief; inhibition, % at 6.8 µM; actives 1.1% (n = 370,000); AID 652010;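 active = inhibition above the mean over all tested compounds plus 3 SD, cut at about 3.6% in these data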;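 also: 0% = DAX-1 cells with DMSO and 100% = cells lacking DAX-1 with DMSO; higher inhibition means more luminescence from relief of DAX-1 repression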
hcDAF12 agonist: activates DAF-12 receptor from parasite H. contortus | AID 652067 | activation, % at 6.8 µM | actives 1.4% (n = 370,000) | HEK293 hcDAF-12 lit1-tk-luc reporter, luminescence; 0% DMSO, 100% Δ7-dafachronic acid;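 active = activation above the mean of all tested compounds plus 3 SD, cut at about 5.5% in these data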;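 also: 100% = response to 3 µM Δ7-dafachronic acid high control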
GC-B act: GC-B (human) receptor activation; P20594; actives 0.11% (n = 370,000); activation, % at 10 µM; AID 1920062; HEK293-GC-B cells, CNP EC30, cGMP TR-FRET; 0% at EC30 CNP, 100% saturating CNP;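 active = activation at 10 µM reaching about 35% in either raw or pattern-adjusted values, limit read from the data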
GC-A act: GC-A (human) enzyme activation; actives 0.14% (n = 370,000); P16066; HEK293 GC-A cells, cGMP TR-FRET, EC30 ANP; 0% at EC30 ANP, 100% saturating ANP; AID 1671463; activation, % at 10 µM; in the data active = activation above about 40%
Target sequence (P16066 whole entry, looked up): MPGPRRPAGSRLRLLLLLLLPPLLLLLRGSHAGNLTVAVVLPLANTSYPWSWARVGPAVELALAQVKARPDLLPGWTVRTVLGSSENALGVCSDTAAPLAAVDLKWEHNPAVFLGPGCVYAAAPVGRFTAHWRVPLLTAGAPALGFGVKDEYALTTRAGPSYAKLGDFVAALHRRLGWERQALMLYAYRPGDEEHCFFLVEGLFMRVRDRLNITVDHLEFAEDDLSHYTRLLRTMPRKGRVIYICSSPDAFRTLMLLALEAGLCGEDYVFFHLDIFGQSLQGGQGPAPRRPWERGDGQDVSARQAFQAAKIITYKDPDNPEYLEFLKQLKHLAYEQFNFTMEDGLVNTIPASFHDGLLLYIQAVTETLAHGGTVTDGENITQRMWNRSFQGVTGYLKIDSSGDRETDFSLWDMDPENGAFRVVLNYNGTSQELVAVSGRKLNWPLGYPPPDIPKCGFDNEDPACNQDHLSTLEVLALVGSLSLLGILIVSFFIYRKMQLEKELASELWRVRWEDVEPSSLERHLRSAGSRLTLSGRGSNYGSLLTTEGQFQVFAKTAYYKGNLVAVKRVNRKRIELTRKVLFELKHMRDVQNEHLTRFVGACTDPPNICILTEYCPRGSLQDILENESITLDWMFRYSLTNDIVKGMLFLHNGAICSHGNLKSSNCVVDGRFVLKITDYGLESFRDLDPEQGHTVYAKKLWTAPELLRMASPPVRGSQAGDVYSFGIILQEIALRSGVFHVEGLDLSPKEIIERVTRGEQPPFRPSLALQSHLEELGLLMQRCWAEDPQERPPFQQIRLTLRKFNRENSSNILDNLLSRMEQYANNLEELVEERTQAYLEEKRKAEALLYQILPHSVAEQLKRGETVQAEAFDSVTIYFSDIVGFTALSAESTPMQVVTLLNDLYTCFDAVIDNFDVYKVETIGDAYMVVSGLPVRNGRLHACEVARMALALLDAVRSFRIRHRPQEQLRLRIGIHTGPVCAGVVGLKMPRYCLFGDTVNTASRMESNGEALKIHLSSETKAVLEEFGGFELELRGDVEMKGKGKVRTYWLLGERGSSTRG
hgDAF-12 ag: agonists of H. glycines DAF-12 nuclear receptor | HEK293 GAL4-hgDAF12 UAS-luciferase reporter, agonist luminescence; normalized to butyrate control | activation, % at 6.8 µM | actives 1.8% (n = 370,000);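 active = activation above a cutoff set at the mean of all screened compounds plus 3 SD, cut at about 10% in these data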;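 also: 0% = DMSO wells and 100% = sodium butyrate wells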
ADAM10 inh: ADAM10 inhibition, QFRET primary screen; O14672; recombinant ADAM10, EDANS/DABCYL FRET peptide cleavage, 3 h; inhibition, % at 7 µM; actives 0.62% (n = 370,000); AID 720582;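 active = inhibition above a per-campaign cutoff equal to the mean of compounds falling between control-based bounds plus 3 SD, cut at about 20% in these data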;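 also: 0% = DMSO wells while the 100% control is not disclosed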
FXN GAA850 act: increases GAA850 frataxin promoter reporter activity | HEK293 lucGAA850 FXN promoter luciferase reporter, 24 h; percent of 10 µM SAHA response | activation, % at 6 µM | actives 0.56% (n = 360,000);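 active = activation above the average of all compounds screened plus 3 SD, cutoff fixed separately per campaign, cut at about 7.5% in these data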;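 also: 0% = DMSO wells and 100% = 10 µM SAHA wells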
DAX1 inh-2: inhibitors of human orphan nuclear receptor DAX1 (NR0B1). HEK293 Gal4-DAX1 luciferase reporter, luminescence. inhibition, % at 6.75 µM. actives 0.99% (n = 340,000). AID 504766;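 active = inhibition above the mean over all tested compounds plus 3 SD, cut at about 4.2% in these data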;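 also: 0% = DAX1-transfected cells with DMSO and 100% = empty-vector control cells with DMSO; inhibition shows as a rise in luminescence from relieved DAX1 repression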
SMARCA2 activ: activators of SMARCA2 function. MG213 cells, MMTV-luciferase reporter, dexamethasone, overnight. activation, % at 9.1 µM. actives 1% (n = 370,000). AID 652017; in the data active = activation above about 7.8%;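 also: 0% = vehicle wells and 100% = reference activator wells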
* hit, by the source's call; . = not tested or not shown; & = joins results of further samples.

SMILES	ssDAF12 agonist	HGIII-sPLA2 inh	DAX1 inh-1	hcDAF12 agonist	GC-B act	GC-A act	hgDAF-12 ag	ADAM10 inh	FXN GAA850 act	DAX1 inh-2	SMARCA2 activ
Cc1nc2ccccn2c1C(=O)NNS(=O)(=O)c1ccc(Cl)cc1	-2.0	1	-0.1	-1.2	5	-2	-3.4	4	-0.4	1.3	1
COc1ccc(S(=O)(=O)N2CCCCC2)cc1NC(=O)CSc1ncccn1	-0.6	-5	-0.8	-1.8	0	-1	2.9	-9	2.8	-0.8	0
O=C(/C=C/[C@H]1O[C@@H](n2cnc3c(NC(=O)c4ccccc4)ncnc32)[C@H](O)[C@@H]1O)NCCCN1CCCC1=O	-1.0	4	0.4	-0.6	3	1	-0.8	-11	.	.	-1
COc1ccc(CNC(=O)/C=C/c2ccccc2[N+](=O)[O-])cc1	-1.4	-2	-0.1	0.2	-3	-4	2.7	2	2.3	-1.1	2
COc1ccc(S(=O)(=O)N2CCN(C(=O)CCSc3ccccc3)CC2)cc1	-1.0	-2	-1.8	-0.3	-1	-2	0.9	-1	-1.9	1.1	-1
O=S(=O)(c1ccccc1)c1cc(O)ccc1O	-0.2	-2	-0.4	-1.4	9	4	5.9	-2	-2.4	2.5	2
O=C(COC(=O)Cn1cnc2ccccc21)Nc1cccc([N+](=O)[O-])c1	-1.0	14	0.6	-2.5	-6	-1	-1.3	-4	-0.8	-0.7	-5
Cc1sc2ncn(CC(=O)NCCCC(=O)N3CCC(C(N)=O)CC3)c(=O)c2c1C	-1.6	5	-0.3	-0.4	1	4	0.8	7	0.2	0.8	-1
O=C(CSc1cccc[n+]1[O-])NC1CCCCC1	-1.0	15	-0.1	0.0	2	-2	3.8	-15	2.5	0.4	-1
COc1ccc(/C=N/NC(=O)c2cc(-c3ccc(C)cc3C)nc3ccccc23)cc1COC(C)=O	-1.3	3	-0.9	-0.1	-3	-1	-0.7	-10	-2.8	-0.2	0
CNc1ccn(C2CCCO2)c(=O)n1 (centres undefined)	-0.8	2	0.1	1.7	0	6	3.6	1	0.9	-0.4	-1
C=CCC[C@@H](Cc1ccc(F)cc1)C(=O)OCCNC(=O)[C@@H](CC=C)CC(=O)N[C@H](CO)Cc1ccccc1	-1.4	-33	-0.6	-2.5	-5	-3	-3.9	7	-2.8	-1.0	-1
O=C(CCCn1cnc([N+](=O)[O-])n1)Nc1ccc(F)c(Cl)c1	-1.4	0	-0.6	-0.8	1	2	-0.2	-2	0.5	-2.2	-4
Cc1cc(/C=C2/C(=O)NN(c3ccccc3)C2=O)c(C)n1-c1ccc(O)cc1	-2.0	-5	-0.9	-4.3	-6	-1	-7.9	17	-8.8	-1.7	-4
CCCCOc1ccc(C(=O)NC2CCCCN(C)C2=O)cc1 (centres undefined)	-1.0	-4	-0.9	-1.2	-6	4	5.7	-2	.	.	2
Cc1cc(Cl)c(S(=O)(=O)NC(C)C)cc1OCC(N)=O	-0.9	-4	0.2	-2.3	-2	2	2.1	2	2.3	-0.4	-3
CC1(C)C2CCC1(C)C(OC(=O)CCn1ccnc1)C2 (centres undefined)	-1.2	-14	0.8	-1.8	10	-4	1.3	-5	0.1	0.2	-1
CCCN(CCO)Cc1ccc(F)c(Br)c1	-1.5	2	-0.4	-0.7	0	2	-2.5	1	1.2	0.0	-2
N/C(=N\OC(=O)CCn1cccc(C(F)(F)F)c1=O)c1ccc(OC(F)(F)F)cc1	-1.2	-18	0.8	2.2	-1	1	0.3	7	0.6	.	-3
O=C1C2=C(c3ccccc31)[N+](=O)C1CCCCC1N2[O-] (centres undefined)	-0.5	1	2.2	1.9	-1	1	3.7	-2	-0.2	0.0	0
O=C(O)CC(SCC(=O)Nc1ccc(Br)cc1)C(=O)O (centres undefined)	-0.8	2	0.2	0.9	2	-3	-5.0	-4	0.4	1.8	-1
Fc1ccc(CCNc2ncnc3[nH]ncc23)cc1	-1.1	1	-2.7	-0.9	-2	5	4.6	-38	-0.3	1.1	-6
COc1ccc(NC(=O)Cn2nnc(C(=O)NCCc3ccc(OC)c(OC)c3)c2N)cc1	-1.2	-8	-0.6	-0.7	-4	-2	-0.3	0	-2.0	0.1	-2
CC(C)C(C(=O)NCC1CCCO1)N(C(=O)CNS(=O)(=O)c1ccccc1)C1CCCCC1 (centres undefined)	-0.8	-2	-0.3	-2.8	2	2	-0.2	-2	-0.2	-0.1	1
CCN(CC(=O)Nc1c(F)cccc1F)C(=O)c1cccc(S(=O)(=O)N(C)c2ccccc2)c1	-0.7	-6	-1.3	-0.6	2	-1	-2.7	-4	-1.6	-0.7	-3
N#CCSc1ccsc1C(=O)Nc1ccc(F)cc1	-1.8	-6	0.0	1.7	2	4	4.0	1	3.5	0.4	-2
CC(C)n1c(=S)[nH]c2cc(Cl)ccc21	-0.1	19	-0.7	1.8	7	0	0.4	-12	-1.1	1.6	-3
Cc1cccc(C)c1-n1nnnc1C1(C)CCC(=O)N1CCc1ccccc1F (centres undefined)	-0.9	-2	-0.5	-1.2	-6	-6	-0.1	5	.	.	0
COc1cc2c(cc1OC)C(C)N(Cc1ccc3c(c1)OCO3)CC2 (centres undefined)	-1.8	2	0.3	-2.7	-9	0	-3.2	-1	-0.1	0.6	7
Cc1cnc(C=O)c2cccc([N+](=O)[O-])c12	0.3	7	-0.7	5.9*	-3	-4	0.0	-15	-0.4	0.1	-2
CCc1ccc(NC(=O)CSc2nc(O)cc(=O)n2C2CCCC2)cc1	-1.1	2	-0.8	-0.3	0	3	-1.0	0	0.2	0.8	1
COc1cccc(OCC(=O)N2CCCc3ccccc32)c1	-1.0	-3	0.1	-2.7	3	-2	1.6	-2	0.9	1.1	4
c1ccn2cc(-c3ccc4c(c3)OCO4)cc2c1	-1.4	-3	-0.7	1.1	2	1	2.2	-47	0.9	0.0	3
COc1cccc(N(CC(=O)NCC2CCCO2)C(=O)CNS(=O)(=O)c2ccccc2)c1 (centres undefined)	-0.6	-2	0.1	-0.8	3	3	-0.7	-3	3.6	0.3	-2
CC(=O)NNc1cc(C)nc(N)n1	-2.4	-3	-0.1	-0.9	1	-2	-1.2	9	1.9	.	-6
CC(C)CCNC(=O)NC(=O)COC(=O)CCN=C1NS(=O)(=O)c2ccccc21	-1.2	3	0.0	1.1	-4	2	-0.6	-3	1.7	0.3	-6
Cc1cc(S(=O)(=O)N2CCCC(C)C2)ccc1-n1cnnn1 (centres undefined)	-1.1	1	0.0	1.7	-1	2	-1.4	6	1.5	-0.1	1
S=c1[nH]nc2ccc3ccccc3n12	-1.4	26*	0.3	-0.6	-10	2	-1.9	-80	.	.	1
O=C(N/N=C\c1ccncc1)c1ccccc1O	-0.2	2	0.6	1.8	-3	4	3.6	-1	4.2	-1.6	1
CCCCN(C(=O)c1ccccc1OCc1ccc(F)cc1)c1c(N)n(CC(C)C)c(=O)[nH]c1=O	-1.6	5	-2.0	1.9	-3	-8	-2.2	-6	1.1	-0.4	-2

Four of the compounds above, as labelled records.
structure: CCc1ccc(NC(=O)CSc2nc(O)cc(=O)n2C2CCCC2)cc1
  ssDAF12 agonist: -1.1
  HGIII-sPLA2 inh: 2
  DAX1 inh-1: -0.8
  hcDAF12 agonist: -0.3
  GC-B act: 0
  GC-A act: 3
  hgDAF-12 ag: -1.0
  ADAM10 inh: 0
  FXN GAA850 act: 0.2
  DAX1 inh-2: 0.8
  SMARCA2 activ: 1

structure: COc1cccc(OCC(=O)N2CCCc3ccccc32)c1
  ssDAF12 agonist: -1.0
  HGIII-sPLA2 inh: -3
  DAX1 inh-1: 0.1
  hcDAF12 agonist: -2.7
  GC-B act: 3
  GC-A act: -2
  hgDAF-12 ag: 1.6
  ADAM10 inh: -2
  FXN GAA850 act: 0.9
  DAX1 inh-2: 1.1
  SMARCA2 activ: 4

structure: c1ccn2cc(-c3ccc4c(c3)OCO4)cc2c1
  ssDAF12 agonist: -1.4
  HGIII-sPLA2 inh: -3
  DAX1 inh-1: -0.7
  hcDAF12 agonist: 1.1
  GC-B act: 2
  GC-A act: 1
  hgDAF-12 ag: 2.2
  ADAM10 inh: -47
  FXN GAA850 act: 0.9
  DAX1 inh-2: 0.0
  SMARCA2 activ: 3

structure: COc1cccc(N(CC(=O)NCC2CCCO2)C(=O)CNS(=O)(=O)c2ccccc2)c1 (centres undefined)
  ssDAF12 agonist: -0.6
  HGIII-sPLA2 inh: -2
  DAX1 inh-1: 0.1
  hcDAF12 agonist: -0.8
  GC-B act: 3
  GC-A act: 3
  hgDAF-12 ag: -0.7
  ADAM10 inh: -3
  FXN GAA850 act: 3.6
  DAX1 inh-2: 0.3
  SMARCA2 activ: -2

Next section
SMILES	ssDAF12 agonist	HGIII-sPLA2 inh	DAX1 inh-1	hcDAF12 agonist	GC-B act	GC-A act	hgDAF-12 ag	ADAM10 inh	FXN GAA850 act	DAX1 inh-2	SMARCA2 activ
COc1ccc(OCCOC(=O)Nc2ccccc2)cc1	-1.4	-2	-1.0	1.0	1	2	2.5	-7	-1.2	0.2	0
O=C1NC(=O)/C(=C/c2ccc(N3CCOCC3)o2)N1	-0.8	2	-0.3	-0.5	6	6	-0.6	-21	0.1	0.2	-1
Cc1ccc2c(c1)C(=O)c1c(C(=O)O)cccc1-2	-0.7	-4	-0.4	-1.2	2	-6	1.7	0	0.3	-1.1	-3
Cn1c(SCC(=O)NC2CCCCC2)nnc1C(F)(F)F	-1.2	6	0.4	1.3	-4	0	-3.5	-20	-1.5	1.4	-4
Cc1cc(F)ccc1C(O)c1ncc(-c2cccc3ccccc23)[nH]1 (centres undefined)	-1.8	-12	0.5	-0.9	-8	1	0.4	-86	0.8	.	-3
COCCN=c1scc(-c2cc(OC)ccc2OC)n1/N=C/c1c[nH]c2ccccc12	-1.0	-31	-0.2	-2.8	-5	-6	-2.3	20*	0.3	-1.8	-1
O=C(CSc1nc2ccccc2c(=O)n1CCC(=O)N1CCN(c2ccccc2)CC1)NCC1CCCO1 (centres undefined)	0.1	0	0.1	0.1	4	-3	-1.0	-3	2.2	-1.2	-2
Cc1ccn2c(c1)nc(=O)c1cc(S(=O)(=O)N3CCC(C)CC3)ccc12	-1.3	6	-0.6	0.4	-5	3	1.3	-151	-0.2	1.0	-1
CCN(CC(=O)Nc1ccc2c(c1)OCCO2)C(=O)CCc1ccc(OC)cc1	-0.9	-2	-1.0	1.8	-2	-3	0.0	-6	1.4	0.4	1
Cc1cc(C)c[n+](-c2nc3ccccc3nc2C(=C=[N-])C#N)c1	-1.3&-1.0	5&-2	-0.1&-1.1	0.6&0.1	4&6	2&3	-1.6&0.7	-27&-18	1.1&1.0	0.8&-0.8	2&1
Cn1nc(C(=O)NNc2c(F)c(F)cc(F)c2F)c2ccccc2c1=O	-1.1	3	-0.7	-1.7	-1	2	-0.7	5	0.6	1.1	-4
CCc1ccc(N(CC)C(=O)c2cn(C)c(=O)c3ccccc23)cc1	-1.5	1	-0.6	1.5	-10	-12	-1.4	1	1.2	-0.2	-2
